SENP8 block-1 = human SENP8 protease inhibitors, primary screen, biochemical, fluorescence, Nedd8 protein substrate, uHTS; 360,000 compounds, 0.64% hits; inhibition, % at 20 µM; Sentrin-specific protease 8 (Homo sapiens), Q96LD8; recombinant SENP8; AID 602440, 2012; in the data active = inhibition mostly above about 40%, no sharp cut-off; inactive = mostly below about 27%
Target sequence (Q96LD8 whole entry, looked up): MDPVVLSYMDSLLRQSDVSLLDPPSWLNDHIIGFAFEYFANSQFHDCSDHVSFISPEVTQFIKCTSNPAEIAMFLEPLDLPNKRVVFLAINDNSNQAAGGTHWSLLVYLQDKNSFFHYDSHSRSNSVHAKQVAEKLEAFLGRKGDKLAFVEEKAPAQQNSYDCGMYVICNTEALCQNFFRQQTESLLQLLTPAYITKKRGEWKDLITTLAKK
SENP8 block-2 = SENP8 protease inhibitors, primary screen, biochemical, luminescence | Sentrin-specific protease 8 (Homo sapiens), Q96LD8 | inhibition, % at 10 µM | purified SENP8, Z-RLRGG-aminoluciferin cleavage | 330,000 compounds, 1.2% hits | AID 2540, 2010; in the data active = inhibition above about 50%
HKDC1 inhibitor = HKDC1 hexokinase inhibitors, primary screen, biochemical, fluorescence, uHTS; Q2TB90; recombinant HKDC1, G6PDH/diaphorase resazurin coupled fluorescence; inhibition, % at 20 µM; 340,000 compounds, 0.16% hits;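 active = inhibition above about 35% when tested at 20 µM, limit read from the data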;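 note: plate controls were DMSO wells with enzyme for no effect and DMSO wells lacking enzyme for full effect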
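Assay system: in-house recombinant HK5 (HKDC1) enzyme. Input: HKDC1 at 5 µg/mL. Medium: Tris pH 8.0 buffer with MgCl2, Tween-20, BSA, BME. Dosing: single 20 µM dose. Schedule: 90 min reaction incubation at room temperature, dark. Signal: resazurin-to-resorufin fluorescence via G6PDH and diaphorase coupling, 525/613 nm. Controls: DMSO-enzyme wells negative, buffer-substituted wells positive.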
SENP7 inh = SENP7 protease inhibitors, primary screen, biochemical, luminescence, uHTS | 330,000 compounds, 1.5% hits | Sentrin-specific protease 7 (Homo sapiens), Q9BQF6 | inhibition, % at 5 µM | recombinant SENP7, Z-RLRGG-aminoluciferin luminescence, 40 min;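 active = inhibition above about 50% at the single test dose, limit read from the data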;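 note: plate controls were DMSO with enzyme for no effect and no enzyme buffer wells for full effect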
Target sequence (Q9BQF6 706-1050 limits assumed): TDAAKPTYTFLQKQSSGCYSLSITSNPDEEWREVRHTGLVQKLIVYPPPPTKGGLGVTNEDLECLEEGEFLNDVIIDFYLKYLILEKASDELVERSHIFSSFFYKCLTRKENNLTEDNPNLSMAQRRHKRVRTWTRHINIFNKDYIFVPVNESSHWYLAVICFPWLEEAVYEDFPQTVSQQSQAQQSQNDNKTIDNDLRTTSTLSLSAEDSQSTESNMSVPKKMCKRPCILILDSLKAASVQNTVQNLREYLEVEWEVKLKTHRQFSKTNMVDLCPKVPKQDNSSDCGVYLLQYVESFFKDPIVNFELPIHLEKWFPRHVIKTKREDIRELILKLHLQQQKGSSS
Apaf1 inhib = inhibitors of human Apaf-1 apoptosome, primary screen, biochemical, DEVD-Rh110 fluorescence, uHTS. Apoptotic protease-activating factor 1 (Homo sapiens), O14727. reconstituted apoptosome caspase-3 activity. inhibition, % at 20 µM. 330,000 compounds, 0.71% hits; active = inhibition of at least 40% at 20 µM;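 note: plate controls were DMSO wells for no effect and DEVD-CHO caspase inhibitor wells for full effect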
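Medium: Hepes buffer, pH 7.5 / System: biochemical Apaf-1 apoptosome reconstitution / Measured by: Rh110 fluorescence, excitation 480 nm, emission 540 nm / Times: compound with Apaf-1, dATP, procaspase-3 30 min, then 50 min reaction, room temperature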
SENP6 block = SENP6 protease inhibitors, primary screen, biochemical, luminescence, uHTS | Sentrin-specific protease 6 (Homo sapiens), Q9GZR1 | Recombinant SENP6 catalytic domain, aminoluciferin luminescence | inhibition, % at 10 µM | 330,000 compounds, 1.8% hits;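 active = inhibition above about 50% at the single tested dose, limit read from the data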;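 note: plate controls were DMSO wells with enzyme for no effect and DMSO wells lacking enzyme for full effect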
PfGluPho inh = PfG6PD enzyme inhibitors, primary screen, biochemical, fluorescence intensity, uHTS; glucose-6-phosphate dehydrogenase-6-phosphogluconolactonase (Plasmodium falciparum 3D7); PfGluPho enzyme, NADPH resazurin-diaphorase fluorescence; inhibition, % at 20 µM; 350,000 compounds, 0.78% hits; AID 504690, 2011;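 active = inhibition reaching at least a set limit at 20 µM in the primary screen, cut at about 59% in these data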;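 note: 0% = DMSO wells with substrate and 100% = DMSO wells lacking glucose-6-phosphate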
SENP1 FRET inh = human SENP1 catalytic domain inhibitors, primary screen, biochemical, FRET, uHTS. Sentrin-specific protease 1 (Homo sapiens), Q9P0U3. recombinant SENP1 catalytic domain, CyPet-SUMO1-YPet FRET cleavage. inhibition, % at 10 µM. 360,000 compounds, 0.21% hits. AID 624204, 2012;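 active = inhibition at least 30% at 10 µM, raw YFP signal under a set limit, fluorescence ratio 0.5 to 1.5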;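 note: 0% = enzyme with DMSO and 100% = no enzyme wells; some results filed as inactive read as strong as hits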
Target sequence (Q9P0U3 419-644 limits assumed): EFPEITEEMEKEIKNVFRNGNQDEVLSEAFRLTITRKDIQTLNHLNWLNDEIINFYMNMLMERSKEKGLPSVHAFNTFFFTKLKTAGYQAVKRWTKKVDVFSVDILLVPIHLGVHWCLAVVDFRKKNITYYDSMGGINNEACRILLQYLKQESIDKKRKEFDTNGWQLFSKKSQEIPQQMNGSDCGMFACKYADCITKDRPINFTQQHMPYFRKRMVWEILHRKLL
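Material: hSENP1 catalytic domain, recombinant; medium: Tris pH 8 with BME, BSA, NP40 and catalase; compound: single concentration of 10 µM compound, 0.5% DMSO final; technique: FRET read of cyan and yellow fluorescence; timing: 50 min enzyme reaction, room temperature, light-protected; reagent: SFCypet-SUMO1-SFYpet substrate at 25 nM; control set: no-enzyme low, enzyme-DMSO high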
Numbers without * were called inactive; . = not tested or not shown.

mol	SENP8 block-1	SENP8 block-2	HKDC1 inhibitor	SENP7 inh	Apaf1 inhib	SENP6 block	PfGluPho inh	SENP1 FRET inh
COC(=O)c1ccc2[nH]c(C)cc(=O)c2c1	-407.3	2.9	-8.2	1.8	-4.5	5.0	-16.9	-9.0
CCOc1cc(NC(=S)NCCCOC)c(OCC)cc1NC(=O)c1ccco1	-27.6	-5.6	13.7	1.8	-6.2	-22.7	-12.2	2.4
Cc1cccc(NC(=O)CSCc2c(C)noc2C)c1C	2.9	-3.7	0.5	6.9	0.7	-10.6	-6.5	0.1
CN(C)c1ccc(N=Cc2nc(-c3ccccc3)oc2OC(=O)c2cccc(Cl)c2)cc1	25.1	-10.8	23.8	71.9*	8.8	64.3*	12.5	-25.9
Cc1ccc(/C=N/NC(=S)NC(C)C)o1	23.2	-8.5	-4.8	-3.5	11.1	-17.4	4.7	-4.8
Cc1ccccc1S(=O)(=O)Nc1nc2ccccc2nc1Cl	-88.5	3.0	-1.9	2.0	-4.9	17.2	-15.6	-15.5
COc1ccc(N(Cc2cc3ccccc3[nH]c2=O)S(C)(=O)=O)cc1	-22.8	0.8	-12.8	7.4	5.1	-3.3	2.6	-3.2
Cn1cc(C(=O)c2ccc(Cl)cc2Cl)cc1C(=O)N/N=C(\N)COc1ccc(Cl)cc1Cl	12.9	-5.9	-26.2	3.9	8.1	9.1	-35.6	1.9
CN(C(=O)COC(=O)c1ccc(Cl)cc1N)C1CCCCC1	-442.6	6.6	-4.1	-0.3	-0.4	-11.1	4.9	0.1
CS(=O)(=O)Nn1cnc2ccccc2c1=O	12.6	3.4	-6.8	1.8	-3.0	-20.3	-8.2	2.5

The final two records of the section above are carried over, then new ones follow.
mol	SENP8 block-1	SENP8 block-2	HKDC1 inhibitor	SENP7 inh	Apaf1 inhib	SENP6 block	PfGluPho inh	SENP1 FRET inh
CN(C(=O)COC(=O)c1ccc(Cl)cc1N)C1CCCCC1	-442.6	6.6	-4.1	-0.3	-0.4	-11.1	4.9	0.1
CS(=O)(=O)Nn1cnc2ccccc2c1=O	12.6	3.4	-6.8	1.8	-3.0	-20.3	-8.2	2.5
O=C(NCCc1c[nH]c2ccccc12)c1ccc(-n2cnnn2)cc1	7.6	-14.5	-3.2	-10.3	7.4	-4.8	-4.6	1.1
Cc1ccc(NC(=S)Nc2cc(C(=O)O)ccc2N2CC3CC(C2)c2cccc(=O)n2C3)cc1C (stereo not drawn)	12.9	-0.2	-5.8	6.6	-0.7	-14.1	17.6	-3.6
CCOC(=O)c1ccc(N=c2sc(C(=O)OC)cc(=O)n2Cc2ccco2)cc1	11.6	10.8	5.0	-10.8	4.2	11.9	33.1	1.4
CC(C)N(C(=O)COC(=O)[C@H](C)NC(N)=O)c1ccccc1	25.7	-0.9	-2.7	-1.1	-6.8	-10.8	1.2	0.2
O=C(Nc1cccc(O)c1)c1ccc(Br)c(S(=O)(=O)N2CCCCC2)c1	11.2	-2.0	-3.0	-8.5	1.7	-10.2	-3.1	1.2
COc1cc(/C=C2\CCn3c2nc2cc(C(=O)O)ccc2c3=O)ccc1OC(F)F	-280.3	3.0	14.3	-3.9	9.5	21.3	33.0	-0.7
COCCCNc1nc2nonc2nc1N1CCN2CCCC2C1 (stereo not drawn)	16.1	-2.6	-5.7	14.5	-15.9	-13.0	-8.6	-2.4
CCOC(=O)C1=C(C)NC(=O)NC1c1ccc2c(c1)OCCO2 (stereo not drawn)	22.2	-7.7	3.3	-10.8	7.3	-12.6	-8.3	-1.1
CCOC(=O)N1CCN(C(=O)CSc2nnc(-c3ccc(C)c(C)c3)o2)CC1	15.7	-12.8	-2.1	-12.4	8.8	-8.5	-4.1	0.1
CCOC(=O)C(=CNc1cc(Cl)c(-c2ccco2)c(Cl)c1)C(=O)OCC	-478.8	5.9	2.4	-4.8	0.6	-30.3	16.3	-2.0

Next records follow.
mol	SENP8 block-1	SENP8 block-2	HKDC1 inhibitor	SENP7 inh	Apaf1 inhib	SENP6 block	PfGluPho inh	SENP1 FRET inh
CSC(C1CCCC1)n1nnc2ccccc21 (stereo not drawn)	20.5	-20.3	-2.7	-12.1	10.6	-14.5	-1.0	-1.7
COc1ccc(NC(=S)Nc2ccc(OCc3ccccc3)cc2)cc1OC	24.2	-5.8	-2.9	6.4	15.1	-2.6	36.8	-3.6
C=CCn1c(SCC(=O)NCCOC)nnc1-c1cc2c(s1)CCC(CC)C2 (stereo not drawn)	-7.4	-1.4	-6.8	-1.7	12.1	-10.6	-6.3	1.1
CCOc1ccc(CN(C)C(=O)c2ccc3ccccc3n2)cc1	2.1	1.7	-2.8	9.0	11.1	-0.1	4.5	0.4
Cc1ccn(CCC(=O)Nc2ccc(-c3ccno3)cc2)n1	1.5	1.1	0.0	1.7	-4.7	5.3	3.1	-2.4
O=C(OCCNC(=O)c1ccc2ccccc2n1)c1cccnc1	-1.5	-5.8	-0.6	-19.5	-17.0	-10.8	0.7	0.5
O=C(NCc1cccnc1)c1cccc(S(=O)(=O)N2CCOCC2)c1	8.1	-4.1	3.7	4.6	-10.4	8.4	3.7	0.7
COc1ccc(CN(CC(=O)NCc2ccc(F)cc2)C(=O)CCC(=O)Nc2cc(C)ccn2)cc1	10.0	6.5	-5.0	2.0	11.8	5.6	-7.5	-1.1
CC(C)O/C(=N/S(=O)(=O)c1ccc(Cl)cc1)c1ccccc1	12.0	.	14.8	.	.	.	7.5	1.2
C=CC[C@@H](CC(=O)NCCO)C(=O)NC[C@H](OC(=O)[C@@H](CC=C)CC(=O)OC(C)(C)C)c1ccccc1	14.4	-2.2	9.3	7.1	5.2	-6.7	-5.3	2.4

(cont.)
mol	SENP8 block-1	SENP8 block-2	HKDC1 inhibitor	SENP7 inh	Apaf1 inhib	SENP6 block	PfGluPho inh	SENP1 FRET inh
O=C(O)CN1C(=O)c2ccc(Oc3ccc([N+](=O)[O-])cc3)cc2C1=O	21.6	-10.0	-4.5	-3.7	1.2	16.0	1.3	2.7
CC(C)(C)C(=O)NC(=S)N1CCCC1	13.3	6.6	-1.9	2.0	-11.1	1.2	0.2	-0.3
COc1ccc(CCC(=O)Nc2cnc3ccccc3c2)cc1	-6.3	-2.8	1.9	7.4	10.6	-11.9	23.8	-0.8
CC1=C(C(=O)OCC(C)C)C2(O)C(=O)c3ccccc3C2(O)N1 (stereo not drawn)	21.3	-6.9	-8.6	1.9	24.5	-9.1	-11.2	1.0
CCCn1c(NC(=O)c2ccc([N+](=O)[O-])o2)nc2ccccc21	-266.8	7.0	-1.2	7.5	12.4	8.8	23.0	-33.1
CC(C)(C)NC(=O)COc1coc(CN2CCN(C(=O)c3ccco3)CC2)cc1=O	5.1	10.9	-5.5	-5.2	1.4	-0.2	9.7	0.5
Cc1cc(C)c(C)c(S(=O)(=O)N[C@@H](C)C(=O)OCC(=O)NC2CCCC(C)C2C)c1C (stereo partly drawn)	3.7	5.5	-1.4	-0.8	27.5	-2.3	11.1	0.5
CCN(C(=O)COC(=O)c1ccc(COc2ccc3c(C)cc(=O)oc3c2)cc1)C1CCS(=O)(=O)C1 (stereo not drawn)	-404.5	-14.4	2.4	-1.2	-18.0	-0.6	12.7	-3.3
CCCCN1C(=O)/C(=c2\sc3nc(=O)c(-c4ccccc4)nn3c2=O)c2ccccc21	27.9	1.6	3.7	1.2	7.3	1.2	49.1	-0.1
O=C(NC12CC3CC(CC(C3)C1)C2)N1CCN(c2ccccn2)CC1	-29.4	-1.6	-7.6	1.3	-13.9	3.4	-4.5	1.9

Remaining list, next part.
mol	SENP8 block-1	SENP8 block-2	HKDC1 inhibitor	SENP7 inh	Apaf1 inhib	SENP6 block	PfGluPho inh	SENP1 FRET inh
Cc1cccc(C)c1OCc1cc(C(=O)N(Cc2c(C)nn(C)c2C)C2CC2)no1	9.2	-8.5	-1.5	-4.1	10.5	-1.5	17.6	0.3
CCC[C@H](CN[C@@H](CNC)[C@H](C)CC)NCCc1cc(C(F)(F)F)cc(C(F)(F)F)c1	16.3	-1.7	-4.0	7.3	11.9	-21.6	-9.1	1.7
CC1CCCC(C)N1C(=O)CSc1nnc(COc2ccccc2)n1-c1ccccc1 (stereo not drawn)	17.8	-0.9	-13.1	-3.6	3.5	-14.5	4.0	1.0
COc1ccc(Br)c(C(=O)NNC(=O)c2ccc(NS(=O)(=O)c3cccs3)cc2)c1	3.1	-4.3	-4.8	-4.7	6.8	-5.1	11.8	0.5
O=C(Nc1nnc(S(=O)(=O)N2CCN(c3ccc(F)cc3)CC2)s1)c1ccco1	-259.6	-2.4	9.9	3.1	-0.1	2.9	-21.5	-9.3
Cc1ccc(S(=O)(=O)N(C)C)cc1NC(=O)c1sccc1Cl	6.0	-3.2	-2.2	10.3	-16.0	-18.5	33.4	0.3
CCOC(=O)c1oc2ccc(S(=O)(=O)n3nc(-c4ccc(C)cc4)cc3N)cc2c1C	10.2	-16.8	3.9	-10.6	11.1	-6.5	12.4	0.7
O=C(CCn1c(=O)sc2ccccc21)Nc1nc2ccccc2s1	11.0	-3.6	-2.6	2.3	20.4	-10.5	7.8	-2.9
Cc1ccc(-c2nnc(N3CCN(C(=O)CSc4ncn[nH]4)CC3)c3ccccc23)cc1	11.0	0.7	-1.1	4.2	9.6	-8.7	-2.3	-1.8
CCOc1cc(CNCC(C)C)c(Cl)cc1OCC(=O)Nc1ccccc1	10.6	-2.0	1.9	3.0	13.7	0.3	1.1	1.9

Next compounds.
mol	SENP8 block-1	SENP8 block-2	HKDC1 inhibitor	SENP7 inh	Apaf1 inhib	SENP6 block	PfGluPho inh	SENP1 FRET inh
CCCCCC(=O)Nc1cccc(C2=NOC3(C2)C[C@@H](C(N)=O)N(C(=O)c2ccc(Cl)cc2)C3)c1 (stereo partly drawn)	3.0	-7.2	4.8	10.6	12.6	-14.7	22.5	0.0
CCOC(=O)N1CCN(C(=O)c2cc(-c3ccc(OCC)cc3)nc3ccccc23)CC1	-313.6	-9.2	2.4	-9.1	20.3	-11.1	-4.1	-0.9
CN1CCN(c2nc(C#N)cc(-c3ccccc3)n2)CC1	-34.5	-4.4	-0.6	1.1	-3.3	-10.1	-6.1	0.8
O=C(/C=C/c1ccccc1)Nc1ccc(N2CCCCC2)cc1	26.6	-7.2	5.7	-9.4	-1.2	-30.0	10.2	1.5
Cc1ccc(-c2cc(Cc3ccc(N(C)C)cc3)c(=O)[nH]n2)cc1	17.7	1.8	1.3	0.4	6.2	-11.3	-1.5	-1.4
O=C(OCC(=O)c1ccccc1Br)c1ccccn1	8.9	-16.8	2.6	-15.4	4.3	2.0	11.6	0.5
CN1CCCCc2c1nc1c(c2N)CCCC1	-27.6	-10.8	-3.2	-12.8	-1.8	-7.7	-2.8	-1.3
Cc1cc2nc3c(nc2cc1C)C1(C(=O)N(C)C)CCC3(C)C1(C)C (stereo not drawn)	11.2	-0.4	-5.9	5.9	6.4	9.0	-4.3	-2.8

Assay outcomes: PubChem BioAssay, Sanford-Burnham Center for Chemical Genomics
